Screens: PubChem, several laboratories
TNAP inh hi DEA – blocks human TNAP under high phosphate acceptor concentration; actives 0.03% (n = 200,000); AID 1135; P05186; inhibition, % at 20 µM; purified TNAP, CDP-star luminescence, 1 M DEA;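 active means over 50% inhibition of tissue-nonspecific alkaline phosphatase at 20 µM in the single-dose screen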;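 further: plate controls were DMSO wells for no effect and EDTA-quenched wells as full inhibition for full effect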
Target sequence (P05186 whole entry, looked up): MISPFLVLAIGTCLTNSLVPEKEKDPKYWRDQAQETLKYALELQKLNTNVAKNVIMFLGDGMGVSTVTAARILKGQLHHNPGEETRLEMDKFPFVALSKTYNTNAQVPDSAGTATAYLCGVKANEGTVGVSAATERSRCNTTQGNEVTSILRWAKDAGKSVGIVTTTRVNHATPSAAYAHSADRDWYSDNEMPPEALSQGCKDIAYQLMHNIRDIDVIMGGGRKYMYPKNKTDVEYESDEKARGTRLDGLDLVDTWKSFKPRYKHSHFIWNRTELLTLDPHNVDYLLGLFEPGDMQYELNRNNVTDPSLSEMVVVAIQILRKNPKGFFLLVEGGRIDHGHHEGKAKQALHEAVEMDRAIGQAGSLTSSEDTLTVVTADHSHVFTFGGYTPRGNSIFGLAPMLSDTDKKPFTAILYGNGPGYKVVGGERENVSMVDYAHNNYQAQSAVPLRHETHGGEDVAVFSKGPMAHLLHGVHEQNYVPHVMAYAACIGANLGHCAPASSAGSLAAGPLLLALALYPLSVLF
bIAP act – increases bovine intestinal alkaline phosphatase activity. activation factor at 20 µM. actives 0.17% (n = 200,000). AID 1016. purified bovine IAP, CDP-star luminescence, 30 min; hits give high values; fold of DMSO-control signal, blank-subtracted;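 active means activation factor of 2 or more at 20 µM, a signal rise over negative controls twice the positive control's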
TNAP inh noacc – blocks human TNAP activity with no phosphate acceptor present; P05186; purified TNAP, CDP-star luminescence, 30 min; inhibition, % at 20 µM; actives 0.26% (n = 200,000);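 active means tissue-nonspecific alkaline phosphatase inhibition above about 50% at 20 µM in the single-dose screen, limit read from the data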;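 further: 0% = DMSO negative control and 100% = EDTA positive control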
Diaphorase act – activates diaphorase or chemically reduces, flagging diaphorase assay artifacts | activation factor at 20 µM | Diaphorase/resazurin coupled assay, resorufin fluorescence, 16 min; hits give high values; 1 = vehicle wells, 0 = NADH-free wells | actives 0.005% (n = 190,000) | AID 1229;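 active means diaphorase activity raised at least twofold by the compound at 20 µM; inactive means activation factor below 2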
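Test system: Clostridium kluyveri diaphorase, purified enzyme; input: enzyme 0.07 U/mL final; buffer or medium: 50 mM HEPES pH 7.4 with 4.542 mM MgCl2, 0.005% Tween 20; also added: 0.114 mM NADH and 0.1 mM resazurin, final amounts; schedule: 16 min enzyme reaction, ambient temperature; technique: fluorescence of resorufin, 544 nm excitation, 590 nm emission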
PMI activator – phosphomannose isomerase (human) activation. activation factor at 20 µM. actives 0.005% (n = 190,000). purified human PMI, coupled resazurin fluorescence, 20 min; hits give high values; 1 = vehicle control, 0 substrate-free wells. AID 1214;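 active means activation factor of 2 or more at 20 µM, relative to plate controls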
Target sequence (P34949 whole entry, looked up): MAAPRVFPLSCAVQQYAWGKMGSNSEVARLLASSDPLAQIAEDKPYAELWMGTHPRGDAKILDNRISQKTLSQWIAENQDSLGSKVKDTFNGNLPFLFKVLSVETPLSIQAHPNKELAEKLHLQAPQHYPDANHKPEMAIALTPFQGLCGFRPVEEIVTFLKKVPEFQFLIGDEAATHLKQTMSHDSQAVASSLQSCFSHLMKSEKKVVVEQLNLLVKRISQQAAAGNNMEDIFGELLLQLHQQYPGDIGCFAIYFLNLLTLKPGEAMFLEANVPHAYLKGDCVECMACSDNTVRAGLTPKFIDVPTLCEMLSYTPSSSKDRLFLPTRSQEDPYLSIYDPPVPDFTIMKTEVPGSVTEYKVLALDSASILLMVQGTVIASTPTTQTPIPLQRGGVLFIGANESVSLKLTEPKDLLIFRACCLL
TNAP act hiacc – TNAP (human) activation, high acceptor | P05186 | purified TNAP, CDP-star luminescence, 1 M DEA, 30 min; hits give high values; 0 = EDTA background, 1 = DMSO-only activity | activation factor at 20 µM | 200,000 tested, under 10 active;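 active means activation factor at least 2 at 20 µM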
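Test system – human TNAP · Doses – 20 µM single point · Incubation – 30 min, room temperature · Signal – luminescent substrate turnover signal · Read-out basis – activation factor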
PMI act hi M6P – activators of human phosphomannose isomerase at near-saturating mannose 6-phosphate | P34949 | coupled PMI enzyme assay, resazurin fluorescence, 20 min; hits give high values; 1 = untreated enzyme, 0 = substrate-free blank | actives 0.34% (n = 190,000) | activation factor at 20 µM | AID 1216;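 active means activation factor of 2 or more at 20 µM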
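Technique: Diaphorase-driven resazurin-to-resorufin fluorescence, excitation 544, emission 590 nm | Assay system: Human PMI in coupled enzyme assay | Times: Enzyme reaction with compound 20 min at room temperature | Medium: HEPES-buffered pH 7.4 with magnesium and detergent | Reagent: Mannose-6-phosphate 1.0 mM (near-saturating) plus 0.22 mM NADP+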
Diaph inh CS – counter-screen for diaphorase-based assays: diaphorase inhibitors and chemical oxidizers. actives 0.69% (n = 190,000). diaphorase resazurin-to-resorufin fluorescence, NADH, 16 min; bacterial (C. kluyveri) enzyme, not human. inhibition, % at 20 µM. AID 1217;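 active means primary screen inhibition at 20 µM above a set limit, cut at about 50% in these data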;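 further: plate controls were DMSO with full reaction for no effect and wells lacking NADH for full effect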
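Test system: Clostridium kluyveri diaphorase enzyme / Quantity: diaphorase at 0.14 U/mL in enzyme working solution / Incubation: 16-min room-temperature incubation before reading / Benchmarks: NADH-free wells as positive control, DMSO-only neutral wells / Signal: resorufin fluorescence 544/590 nm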
Lmaj promast – Leishmania major promastigote growth inhibition; actives 9% (n = 200,000); Leishmania major promastigotes, resazurin fluorescence viability; inhibition, % at 10 µM; in the data active means inhibition above about 50%;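 further: promastigotes grown with compound for 44 hours at 28 °C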
bIAP inh – intestinal alkaline phosphatase (bovine) inhibition; inhibition, % at 20 µM; AID 1019; purified bovine IAP, CDP-star luminescence, 30 min; 190,000 tested, under 10 active;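 active means over 50% inhibition of intestinal alkaline phosphatase at 20 µM in the single-dose screen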
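Assay system – bovine IAP enzyme · Quantity – bovine IAP at 1/65,000,000 final dilution · Detection – CDP-star luminescence signal · Times – 30 min reaction at room temperature · Also added – CDP-star substrate at 30 µM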
Active calls of the source: *.

SMILES	TNAP inh hi DEA	bIAP act	TNAP inh noacc	Diaphorase act	PMI activator	TNAP act hiacc	PMI act hi M6P	Diaph inh CS	Lmaj promast	bIAP inh
Cc1ccc(NC(=O)CSc2nc3c([nH]c4ccccc43)c(=O)n2C)cc1	-3.6	1	-13.2	0.8	0.9	1	0.8	16.4	-10.6	2.6
CCOc1ccc(CN(C)C(=O)c2cccnc2OCC)cc1OC	-3.1	0.9	-3.8	1	1.2	1	1	1.3	-7.3	12.3
O=C(CSc1nc2ccccc2s1)Nc1ccc(Cl)c(C(=O)O)c1	3.7	1.1	-6.6	0.9	1.4	1	2.3*	14.8	-8.7	-8.0
O=C1CCCN1c1ccc(S(=O)(=O)N2CCN(c3ccccc3)CC2)cc1	-5.6	1	-7.2	0.9	0.9	1.1	0.9	5.6	-5.6	-4.4
CCNc1nnc(-c2ccncc2)s1	-0.9	1	-7.9	0.9	0.9	1	0.9	13.9	-3.2	-1.7
CC(=O)c1ccc(NC(=S)Nc2ccc(N3CCOCC3)cc2)cc1	-2.3	1	-4.6	0.8	0.6	1	0.8	17.8	-0.5	3.5
N#Cc1c(/N=C/c2cccs2)sc2c1CCC2	8.9	0.8	7.0	1	1	0.9	1	-3.9	-5.4	24.6
O=C(Nc1ccc(F)c(Cl)c1)C1CC(=O)n2c(nc3ccccc32)N1 (stereo unspecified)	-6.9	1.3	-35.9	0.9	1	1.1	1	5.3	2.3	-30.3
Cc1ccc(C(=O)O)cc1S(=O)(=O)N1CCOCC1	-6.2	1	-17.4	0.8	0.9	1.1	0.9	18.1	-3.5	4.9
COc1ccc(-c2nn(-c3ccccc3)cc2/C=N/N2C(=O)CSC2=S)cc1	-2.4	1	-19.8	0.8	0.9	1	0.9	20.5	24.9	-4.7
O=C(NCc1ccc(F)cc1)c1cc(-c2cccs2)on1	-2.3	0.9	-11.7	0.9	0.9	1	0.9	8.5	-5.7	13.2
O=C(NCCOc1ccccc1Cl)c1cc(F)c(F)cc1Cl	-3.2	0.8	-9.2	0.9	1	1	1	6.3	-6.9	16.7
Cc1ccc2nc(Nc3ncc4c(n3)CC(C)(C)CC4=O)nc(C)c2c1	-6.3	1.1	-4.3	1.3	1.1	1.1	1.2	-26.1	9.7	-12.2
NC(=O)c1ccccc1NC(=O)c1ccccc1S(=O)(=O)c1ccccc1[N+](=O)[O-]	8.9	1	-8.6	0.9	1	0.9	1.1	9.7	64.6*	3.9
Cc1nc(NC(=O)c2ccccc2)sc1-c1csc(Nc2ccc(Cl)cc2)n1	-5.3	1	-13.5	0.7	0.5	1.1	0.7	27.2	23.9	3.6
Clc1ccc(C2=Nn3c(nnc3-c3cc(-c4ccccc4)n[nH]3)SC2)cc1	-2.0	0.9	-28.9	0.8	0.9	1	0.9	17.9	13.0	13.0
Cc1cc(C)nc(NS(=O)(=O)c2ccc(NC(=O)CSc3nc4ccccc4[nH]3)cc2)n1	2.4	1	-15.8	0.9	0.9	1	1	12.3	-7.5	0.0
CCOc1ccccc1NC(=O)c1cccc(NC(=O)c2ccco2)c1	-9.7	0.9	-5.6	1.1	1.1	1.1	1.1	-12.9	100.0*	6.6
Cc1ccc(Nc2nnc(SCc3nc4ccccc4c(=O)[nH]3)s2)cc1	-0.1	1	2.0	1	1	1	1	-3.3	3.2	-2.4
CN(c1ccccc1)S(=O)(=O)c1cccc(C(=O)OCC(=O)NCc2ccco2)c1	-6.1	1	-10.0	1	1.1	1.1	1.1	1.7	8.7	-3.0
COc1ccc(/C=N/NC(=O)C(N)=O)c(OC)c1OC	-3.5	1	-6.2	0.9	1.1	1	1	13.6	3.2	4.8
COc1ccc(CCC(=O)N(C)CC(=O)Nc2cc(C)ccc2C)cc1	-0.7	1.1	-6.6	1	1.1	1	1	4.4	-0.6	-7.0
CCOC(=O)CS(=O)(=O)c1ccccc1	-2.7	1	-7.6	0.9	1	1	1	13.4	-4.4	2.3
O=C(c1ccc(-n2cccn2)cc1)N1CCc2c([nH]c3ccccc23)C1c1ccccn1 (stereo unspecified)	-1.8	1.1	-1.2	0.7	0.8	1	0.6	30.4	6.0	-14.3
CC(=O)Nc1nc2cc3c(cc2s1)OCO3	-2.3	1	-3.8	0.9	1	1	1	11.1	-3.5	4.2
CC(=O)Nc1ccc(NC(=O)C(C)OC(=O)c2ccc(OCc3c(C)noc3C)cc2)cc1 (stereo unspecified)	-4.0	1	-11.3	0.7	0.9	1	1	27.7	-8.7	1.6
COc1ccc2c(c1)C(C)CC(C)(C)N2C(=O)NC1CCCCC1 (stereo unspecified)	0.9	0.9	-3.3	0.6	0.7	1	0.7	37.2	12.8	5.6
O=C(NCCn1cc(SCc2ccc(F)cc2)c2ccccc21)c1ccccc1F	-2.2	0.8	3.5	0.8	0.9	1	0.8	20.3	95.0*	16.2
COCC(C)N1C(=O)Cc2c1nc(N)c1c(N)nc(N3CCN(c4ccccc4F)CC3)c(C#N)c21 (stereo unspecified)	5.8	1.3	-11.9	0.4	0.3	0.9	0.3	60.2*	29.2	-26.6
CC(=O)OC1C2CCC1C([N+]1(C)CCCCC1)CC2 (stereo unspecified)	-0.8	1	-13.1	0.9	0.7	1	0.9	8.6	-1.7	1.1
C=CCn1c(COc2ccc(Cl)cc2)nnc1SCC(=O)N/N=C/c1cccc(O)c1	-5.2	1	-11.8	0.9	1	1.1	0.9	7.3	-2.1	-0.3
CNC(=O)CN1C(=O)c2cccc3cccc1c23	-10.1	1	-3.4	1.1	1	1.1	1	-13.5	-6.7	3.9
COc1ccc(N(C)S(=O)(=O)c2ccc(C)cc2)c([N+](=O)[O-])c1	-1.1	0.9	4.9	0.9	1	1	0.9	14.2	6.9	10.0
COc1ccc(C(=O)Nn2cnnc2)c(OC)c1	0.8	1	-36.7	0.9	1	1	0.8	7.9	-4.9	4.9
COc1ccc(-c2[nH]ncc2CN(C)CC2CCCCO2)cc1F (stereo unspecified)	-4.7	1	9.1	0.8	0.9	1	0.9	18.2	-1.0	-3.7
Cc1nc2ccccc2c(=O)n1NC(=O)CCC(=O)O	1.4	1	-3.7	0.9	0.9	1	0.9	8.4	0.8	-3.3

Single records, from the list above. Order of values: TNAP inh hi DEA, bIAP act, TNAP inh noacc, Diaphorase act, PMI activator, TNAP act hiacc, PMI act hi M6P, Diaph inh CS, Lmaj promast, bIAP inh
COCC(C)N1C(=O)Cc2c1nc(N)c1c(N)nc(N3CCN(c4ccccc4F)CC3)c(C#N)c21 (stereo unspecified) as listed: 5.8, 1.3, -11.9, 0.4, 0.3, 0.9, 0.3, 60.2*, 29.2, -26.6
COc1ccc(-c2[nH]ncc2CN(C)CC2CCCCO2)cc1F (stereo unspecified) as listed: -4.7, 1, 9.1, 0.8, 0.9, 1, 0.9, 18.2, -1.0, -3.7
O=C(NCCn1cc(SCc2ccc(F)cc2)c2ccccc21)c1ccccc1F as listed: -2.2, 0.8, 3.5, 0.8, 0.9, 1, 0.8, 20.3, 95.0*, 16.2
Cc1nc2ccccc2c(=O)n1NC(=O)CCC(=O)O as listed: 1.4, 1, -3.7, 0.9, 0.9, 1, 0.9, 8.4, 0.8, -3.3
COc1ccc(N(C)S(=O)(=O)c2ccc(C)cc2)c([N+](=O)[O-])c1 as listed: -1.1, 0.9, 4.9, 0.9, 1, 1, 0.9, 14.2, 6.9, 10.0

Additional structures:
SMILES	TNAP inh hi DEA	bIAP act	TNAP inh noacc	Diaphorase act	PMI activator	TNAP act hiacc	PMI act hi M6P	Diaph inh CS	Lmaj promast	bIAP inh
O=C(O/N=C1\CCCc2ccccc21)c1cccc(Cl)c1	7.2	0.8	-2.2	0.9	1	0.9	0.9	6.5	-2.7	18.3
COc1ccc(-c2noc(CCCC(=O)N3CCOCC3)n2)cc1	-5.2	1.1	-6.0	1	1	1.1	1.1	3.6	2.5	-7.1
CC1(C)CC(=O)C(C=NCCN2CCN(C(=O)CC3CCCC3)CC2)=C(O)C1	-1.8	0.5	-12.5	0.9	1.1	1	1.1	11.0	-4.3	45.3
CC1(C)C2CCC1(C)C(NC(=O)/C=C/c1ccccc1)C2 (stereo unspecified)	-3.4	0.6	-8.2	1	1.1	1	1.1	-3.6	35.6	40.1
CSc1nc2c(cc1C#N)CCCCC2	-0.2	0.9	-12.6	0.9	1.1	1	1	5.9	8.3	8.9
O=C(COC(=O)CNC(=O)C12CC3CC(CC(C3)C1)C2)NC1CCS(=O)(=O)C1 (stereo unspecified)	-3.2	0.9	-11.2	1	1	1	0.9	2.4	7.3	6.6
COc1ccc(N2CCN(C(=O)c3c(-c4ccccc4)noc3C)CC2)cc1	-2.6	1	-12.4	0.9	1	1	1	9.6	-1.5	4.2
Cc1ccc(-n2nnnc2SCn2nnc3ccccc3c2=O)cc1	-1.1	0.9	-3.9	0.8	0.9	1	0.9	16.3	1.5	8.5
Cc1ccccc1OCCCCc1c(C)n[nH]c1C	-5.9	0.7	1.1	0.9	1	1.1	1	13.9	14.2	25.8
Cc1ccc(NC(=O)COC(=O)c2ccc([N+](=O)[O-])o2)cc1S(=O)(=O)N1CCCCCC1	-2.8	0.9	-0.5	0.8	1.1	1	0.9	15.7	-3.5	6.5
O=C(c1cccs1)N1CCN(CCCc2ccccc2)CC1	-1.5	1	-23.2	0.9	0.9	1	1	10.2	95.8*	-1.0
Nc1nnc(SC2CCCC2)s1	-4.7	0.9	-10.0	1	1	1	0.9	4.8	-5.5	7.0
CCOC(=O)CC(=O)CSc1nc(N)c(C#N)c(-c2ccc(Cl)cc2)c1C#N	-4.1	0.9	-11.1	0.8	1.1	1	1	18.9	-4.2	9.1
O=C(COc1cccc2ccccc12)NNC(=O)c1cccs1	-3.5	1.1	-29.3	0.8	1	1	1	21.9	-9.7	-12.8
N/C(=N\c1nc(CSc2nnnn2-c2ccccc2)cc(=O)[nH]1)Nc1ccccc1	-11.2	1	-20.8	0.8	0.9	1.1	1	16.5	-1.5	4.2

Pulled by compound from the entries so far:
SMILES	TNAP inh hi DEA	bIAP act	TNAP inh noacc	Diaphorase act	PMI activator	TNAP act hiacc	PMI act hi M6P	Diaph inh CS	Lmaj promast	bIAP inh
Cc1ccccc1OCCCCc1c(C)n[nH]c1C	-5.9	0.7	1.1	0.9	1	1.1	1	13.9	14.2	25.8
O=C(c1cccs1)N1CCN(CCCc2ccccc2)CC1	-1.5	1	-23.2	0.9	0.9	1	1	10.2	95.8*	-1.0
N/C(=N\c1nc(CSc2nnnn2-c2ccccc2)cc(=O)[nH]1)Nc1ccccc1	-11.2	1	-20.8	0.8	0.9	1.1	1	16.5	-1.5	4.2
